# D3 antag: D3 dopamine receptor (human) antagonism; max response, negative = inhibition, %; D3R cells, DiscoveRx beta-arrestin luminescence, antagonist mode; hits give low values; P35462; 2.5% of 360,000 active; in the data active = max response below about -50%; inconclusive = no clear call, values can overlap the other calls; also: % is scaled to controls: 0 for no effect and ±100 for the full control effect; mostly tested at two doses, the higher about 12 µM
#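 Cells expressing the human receptor were seeded at 1500 cells/well, incubated overnight at 37 degrees C in 5% CO2, then exposed to library compounds with dopamine controls for 90 minutes at 37 degrees C before luminescent detection.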
# GLP-1R inv ag: acts as inverse agonist at human GLP-1 receptor | P43220 | HEK293 GLP-1R CRE-luciferase, luminescence, 24 h; GLP-1R form is constitutively active | Potency, µM (titrated, usually from 38.3 µM), without a hit: top-dose activity change, negative = inhibition, usual class: inhibitors | 1.6% of 410,000 active; also: potency is read from the fitted curve at half-maximal effect; % is scaled to controls: 0 for no effect and ±100 for the full control effect; nearly all actives have a fitted effect of over 55% in size
# Target sequence (P43220 whole entry, looked up): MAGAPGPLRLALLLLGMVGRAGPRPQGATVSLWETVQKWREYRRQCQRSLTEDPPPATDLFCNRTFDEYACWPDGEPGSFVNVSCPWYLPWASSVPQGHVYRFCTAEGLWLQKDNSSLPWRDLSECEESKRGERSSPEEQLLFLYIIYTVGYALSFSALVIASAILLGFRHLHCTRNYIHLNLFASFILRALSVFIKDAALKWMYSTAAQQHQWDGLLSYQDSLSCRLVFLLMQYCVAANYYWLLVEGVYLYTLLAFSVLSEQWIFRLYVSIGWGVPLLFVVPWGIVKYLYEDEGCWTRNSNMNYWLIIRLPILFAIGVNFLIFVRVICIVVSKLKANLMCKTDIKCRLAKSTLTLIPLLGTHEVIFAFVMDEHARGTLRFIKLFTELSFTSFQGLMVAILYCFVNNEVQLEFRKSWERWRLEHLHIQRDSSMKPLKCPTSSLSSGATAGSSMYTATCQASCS
#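 Using stably transfected HEK293 (constitutively active GLP-1R, cAMP-luciferase reporter), compounds were incubated 24 hr and luciferase measured by luminescence.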
# DRD3 agonist: activates the human D3 dopamine receptor; P35462; D3R DiscoveRx beta-arrestin cells, luminescence, 90 min; max activation, %; 0.58% of 410,000 active; AID 652048; in the data active = max activation above about 30%; also: 0% is about no effect; mostly tested at two doses, the higher about 12 µM
#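 Agonist-mode cell screen: cells plated at 1500/well and incubated overnight at 37 °C, then exposed to library compounds for 90 min at 37 °C. Detection reagent was added for 30–60 min at room temperature, and luminescence was read.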
# HEK293 tox: cytotoxicity in counter-screen for GLP-1R inverse agonists; Potency, µM (titrated, usually from 38.3 µM), for inactives: at the top dose activity change, negative = inhibition, hits mostly inhibitors; AID 624418; 0.13% of 410,000 active; HEK293 cAMP-luciferase reporter cells, luminescence, 24 h;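 also: loss of luciferase light is scored as toxicity; potency is read from the fitted curve at half-maximal effect; % is scaled to controls: 0 for no effect and ±100 for the full control effect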
#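 Cells in DMEM/10% Nu serum/1% pen-strep, 1536-well format. Pre-incubated 12 h, dosed with 23 nL compound, incubated a further 24 h. Luciferase detection, 12 min at room temp, luminescence.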
# PTHR1 ag: activates the human parathyroid hormone receptor PTHR1; HEK293 GP2 PTHR1 cells, GloSensor cAMP luminescence, 1 h; 0.075% of 410,000 active; Potency, µM (series often up to 115 µM), for inactives: top-dose activation, usual class: activators; also: potency is read from the fitted curve at half-maximal effect; nearly all actives have a fitted effect of over 55% in size; some results filed as inactive show a strong effect at the top dose; inactives centre near -15; many of its hits are not listed in these tables
# Target sequence (Q03431 whole entry, looked up): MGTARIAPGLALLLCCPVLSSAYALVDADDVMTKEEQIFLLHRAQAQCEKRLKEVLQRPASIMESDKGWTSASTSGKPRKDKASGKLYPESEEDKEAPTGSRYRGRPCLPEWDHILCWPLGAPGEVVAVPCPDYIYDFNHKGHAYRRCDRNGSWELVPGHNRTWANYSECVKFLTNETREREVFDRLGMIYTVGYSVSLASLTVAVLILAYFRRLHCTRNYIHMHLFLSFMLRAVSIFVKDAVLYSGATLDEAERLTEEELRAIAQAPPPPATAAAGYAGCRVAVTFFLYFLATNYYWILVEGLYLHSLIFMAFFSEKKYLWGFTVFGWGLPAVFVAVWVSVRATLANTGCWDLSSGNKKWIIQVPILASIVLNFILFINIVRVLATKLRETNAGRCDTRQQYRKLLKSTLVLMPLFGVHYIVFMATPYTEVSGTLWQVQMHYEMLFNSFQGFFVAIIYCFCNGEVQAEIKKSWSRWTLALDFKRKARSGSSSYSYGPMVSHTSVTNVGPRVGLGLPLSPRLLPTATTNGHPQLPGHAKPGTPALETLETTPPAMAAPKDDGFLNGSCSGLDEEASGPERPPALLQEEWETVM
#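 HEK-293-derived GP2 cells expressing PTHR1 and a GloSensor cAMP reporter, 3,000/well, plated overnight, given luciferin plus IBMX (each 0.5 mM as added) for 1 h at 37 °C, then compound for 1 h at 37 °C. Luminescence was read after 15 min at room temperature.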
# GLP1R ag: agonists of human GLP-1 receptor. P43220. HEK293 GLP-1R CRE-luciferase, luminescence, 4-6 h; cells express a hypersensitive GLP-1R form. Potency, µM (highest dose often 45.6 µM), without a hit: at the top dose activation, most hits filed as activators. 0.007% of 380,000 active. AID 624172; also: potency is read from the fitted curve at half-maximal effect; % of control where 0% means no effect
# aSyn yeast inh: rescues yeast growth from alpha-synuclein toxicity | Yeast expressing alpha-synuclein, growth rescue, BacTiter-Glo, 24 h | Potency, µM (top dose mostly 46.1 µM), inactives show top-dose growth rescue (activation), hits mostly activators | 0.14% of 370,000 active; also: potency is read from the fitted curve at half-maximal effect; % of control where 0% means no effect; nearly all actives have a fitted effect of over 65% in size
#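 Readout is rescue of growth in alpha-synuclein-expressing yeast, so inhibitors of toxicity appear as activators. Growth after 24 hr at 30 deg C in galactose medium is quantified by luminescence.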
# KB-V1 cytotox: kills drug-selected multidrug resistant KB-V1 cells. KB-V1 MDR cells viability, CellTiter-Glo, 72 h. Potency, µM (highest dose often 46.1 µM), inactives show at the top dose activity change, negative = cytotoxicity, usual class: cytotoxic. AID 1347076. 3.4% of 400,000 active; also: potency is read from the fitted curve at half-maximal effect; % is scaled to controls: 0 for no effect and ±100 for the full control effect; nearly all actives have a fitted effect of over 60% in size
#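 KB-V1 cells (P-gp-expressing MDR subline of KB-3-1) in phenol-red-free DMEM with 10% FBS were exposed to library compounds over a concentration series for 72 h at 37 degrees C. Viability read by CellTiter-Glo luminescence; concentration-effect curves fitted after normalization.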
# TDP-43 yeast inh: rescues yeast growth from TDP-43 toxicity | TDP-43 expressing yeast growth rescue, BacTiter-Glo, 24 h | Potency, µM (titrated, usually from 46.1 µM), for the others: at the highest dose growth rescue (activation), hits mostly activators | 1.8% of 410,000 active | AID 652104; also: potency is read from the fitted curve at half-maximal effect; % of control where 0% means no effect; nearly all actives have a fitted effect of over 50% in size
#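 Growth rescue of TDP-43-toxic yeast measured as ATP luminescence (BacTiter-Glo). Cells grown to mid-log in raffinose, induced in galactose at OD600=0.02, exposed to compound 24 hr at 30 deg C.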
# * = called active by the depositor; i = inactive; u = inconclusive; x = no result given; [ ] = another dose, or the depositor's remark. Unless noted, calls follow the shape of the dose curve; as a rule, active = well fitted curve in the direction sought with a large enough effect; inconclusive = small, poorly fitted or top-dose-only effect, or another doubt; inactive = no such curve, though single readings can be large; an effect the other way counts as inactive or inconclusive. This is a subset. The share of hits here may be higher or lower than overall.
molecule | D3 antag | GLP-1R inv ag | DRD3 agonist | HEK293 tox | PTHR1 ag | GLP1R ag | aSyn yeast inh | KB-V1 cytotox | TDP-43 yeast inh
NC(=O)C1CCN(C(=O)COc2ccc3ccccc3c2)CC1 | 5 | 30% | 4 | -16% | i | 0% | -1% | -6% | 6%
CC(=O)Nc1ccc(S(=O)(=O)N2CCSC2c2ccc(Cl)cc2)cc1 (stereo not drawn) | 9 | u | 5 | -15% | -43%[inhibitor][57.5 µM] | 0% | 12% | u | u
COc1ccc2c(c1)cc(C(=O)N[C@@H](CCSC)C(=O)N1CCC[C@H]1C(=O)O)n2C | 2 | 8% | 12 | 3% | -18% | -3% | 0% | 17% | 25%
NC(=O)c1ccc(-c2nnn(CC(=O)N(C3CCCC3)C3CCS(=O)(=O)C3)n2)cc1 (stereo not drawn) | 9 | 5% | 1 | 4% | -18% | -6% | -1% | 6% | 11%
Cc1cc(C)c(CN2CCC(n3nccc3NC(=O)C3CCOC3)CC2)cc1C (stereo not drawn) | -1 | -13% | -6 | -2% | i | -7% | -2% | -28% | 9%
CC(=O)NC12CC3CC(C1)CC(C(=O)Nc1c(C)n(C)n(-c4ccccc4)c1=O)(C3)C2 | 1 | -1% | 4 | -6% | i | -6% | -6% | 29% | 18%
O=C(N/N=C\c1cccc(Cl)c1)c1ccc(Cn2cccn2)o1 | 6 | 2% | -5 | 8%[1.53 µM] | -41%[inhibitor] | 21% | -5% | -22% | 19%
CC(=O)Nc1ccc(NC(=O)C2CCC(CNS(=O)(=O)c3cccc4nsnc34)CC2)cc1 (stereo not drawn) | -4 | 2% | -5 | 0% | -2% | 0% | 3% | 16% | 14%
CCOc1ccccc1C(=O)N1CCN(c2cccc(Cl)c2)CC1 | 8 | 0% | -19 | -39% | i | 13% | 3% | -4% | u
Cn1c(SCC(=O)Nc2ccc(N3CCOCC3)cc2)nnc1C1CC1 | -13 | 25% | -2 | -7% | i | -2% | 14% | -5% | -2%
CC(=O)c1cccc(NC(=O)Cc2cccs2)c1 | -11 | 34%[activator] | -9 | -1% | i | 3% | -5% | 10% | -7%
O=C(c1cccc(S(=O)(=O)N2CCN(c3ccccc3)CC2)c1)N1CCN(c2ccccc2O)CC1 | 1 | u | 11 | 0% | i | 6% | 3% | -6% | -2%
O=C(CCOc1ccccc1)NCc1ccccc1 | -3 | 0% | 5 | -12% | i | -10% | 7% | 17% | 0%
CC(C)c1nc(C#N)c(NN)o1 | 16 | -3% | -7 | -5% | i | 12% | 1% | 6% | 12%
CC1=C(C(=O)N2CCOCC2)C(c2cc(C)cs2)NC(=O)N1 (stereo not drawn) | 3 | 0% | 0 | -12% | i | -7% | 0% | 27% | -8%
CSc1nc2ccccc2n1CC(=O)Nc1c(C)cccc1C | 1 | 8% | -1 | -1% | i | 3% | -9% | 0% | 8%
Cc1ccc(C(=O)COc2cc(O)c3c(=O)cc(-c4ccccc4)oc3c2)cc1 | -16 | 18% | -3 | -3% | i | -2% | 0% | -2% | -5%
Cc1nc2nc(NC(=O)C(C)(C)C)[nH]n2c(=O)c1Cc1ccccc1 | x | 1% | -10 | -13% | i | x | x | 0% | -9%
COc1ccc(-c2nnc(SCc3cc(C)ccc3C)n2N)cc1 | 7 | u | -1 | -15% | -19% | 1% | x | u | u
CN=C1SC(CC(=O)Nc2sc(C)c(C)c2C(=O)OC)C(=O)N1C (stereo not drawn) | -2 | 3% | 0 | 8% | -7%[57.5 µM] | 9% | 21% | u | 3%
COCCNC(=S)Nc1ccc(S(=O)(=O)Nc2ncccn2)cc1 | 10 | -20% | 2 | -4% | -8% | -1% | -3% | -1% | -7%
COc1cc(/C=N/NC(=O)CCc2ccccc2)ccc1O | -21 | 2% | -7 | -15% | -4% | 14% | -4% | -9% | -28%
CCOc1ccc(CC(=O)N/N=C(\C)c2cccnc2)cc1 | -2 | 6% | -1 | -19% | -38%[inhibitor] | 8% | -5% | 16% | -16%
COC(=O)c1ccc(NS(=O)(=O)c2ccc3c(c2)n(C)c(=O)n3C)cc1 | -6 | 33% | 1 | 10% | -20% | 0% | 0% | -14% | 3%
O=C(O)c1ccc(CNCc2ccc(Cl)cc2Cl)cc1 | 13 | 10% | 2 | 4% | i | -9% | -7% | u | 7%
CCCCCN(C(=O)CCC(=O)OCc1cc(C)ccc1C)c1c(N)n(CCCC)c(=O)[nH]c1=O | -12 | u | -8 | -4% | 5% | 10% | -4% | 6% | -47%[inhibitor]
COc1ccc(OC)c(NCc2cccn2-c2nnc(N3CCCCC3)s2)c1 | x | u | -3 | u | -61%[inhibitor] | x | x | u | 12%[9.22 µM]
CCCn1c(=N)c(C(=O)NC2CCCCC2)cc2c(=O)n3cc(C)ccc3nc21 | x | 9% | 0 | -2% | -21% | 1% | x | 9% | 2%
Cc1cccc(Nc2nnc(SCC(=O)NCC3CCCO3)s2)c1C (stereo not drawn) | 15 | 10% | 4 | -29% | -35%[inhibitor] | -1% | 2% | -10% | 5%
O=C1c2ccccc2CCC1C(O)c1ccccn1 (stereo not drawn) | -7 | -16% | 2 | 9% | i | 8% | 6% | 4% | u
COc1ccccc1C(=O)Nc1c(C)cc(Br)cc1C | -4 | u | 0 | 1% | -27% | -5% | 11% | -21% | -1%
COC(=O)C1=C(O)CSC1=Nc1ccc(C)cc1 | 4 | 2% | -6 | -12% | -21% | -18% | 9% | u | 16µM*
CC(C)c1cccc(C(C)C)c1NC(=O)CCl | -22 | u | -8 | -3% | -29% | 2% | -5% | u | 6%
O=C(CNC(=O)OCc1ccccc1)NC(Cc1cnc[nH]1)C(=O)O (stereo not drawn) | -16 | 11% | -8 | -2% | i | -3% | -5% | 0% | 9%
Cc1ccc(N2CC(C(=O)Nc3nnc(SCc4ccccn4)s3)CC2=O)cc1 (stereo not drawn) | 5 | -6% | 4 | 20% | i | -11% | 1% | 9% | 25%
O=C(CN1C(=O)NC2(CCc3ccccc32)C1=O)NCC(F)(F)F (stereo not drawn) | 7 | 2% | -2 | -3% | -13% | 2% | -4% | -1% | -18%
O=S(=O)(c1ccc2ccccc2c1)N1C=CC(C(F)(F)F)=NCC1 | 7 | u | 0 | -12% | -48%[inhibitor][57.5 µM] | 7% | 15% | 0% | 11%
COCCNC(=S)N/N=C(\C)c1ccc(O)cc1 | -3 | -21% | -7 | u | i | 5% | -9% | -3% | 17%
Cc1ccc(NC(=O)c2ccc(C(=O)c3ccccc3)cc2)nc1 | -20 | -27% | 6 | -12% | -28% | 25% | -1% | u | -22%
CCC(CC)c1nnc(NC(=O)COc2ccc3c(c2)OCO3)s1 | -19 | u | -13 | 11% | -2% | 9% | 3% | u | -14%
Cc1nnc(NS(=O)(=O)c2ccc(Br)cc2)s1 | -6 | 17% | -2 | -16% | -25% | -3% | 0% | 4% | -1%
CCCc1cc(NCCN(C)C)n2c(nc3ccccc32)c1C#N | -6 | 15% | 2 | 6% | i | -2% | 2% | -8% | 15%
COc1ccc(/C=C/c2c(-c3ccc(OC)cc3)oc(=O)c3cc(OC)c(OC)cc23)cc1 | 19 | 21% | 16 | 10% | i | 20% | 1% | 5% | 18%
CC1C=CCC2C(=O)N(c3cccc(C(=O)N4CCCCCC4)c3)C(=O)C12 (stereo not drawn) | 14 | 46%[activator] | -27 | 9% | i | 4% | 11% | -1% | -9%
CN(C)CCCn1c(SCC(=O)N2CC(=O)Nc3ccccc32)nc2ccccc2c1=O | -1 | 1%[0.307 µM] | -7 | 1%[0.307 µM] | i | 2% | 6% | u | 0%
OC[C@@H]1CN(Cc2ccc(Cl)cc2)C[C@H](n2cnc3c(NCc4ccco4)ncnc32)O1 | 11 | -15% | -1 | 4% | i | -1% | 5% | u | 9%
Cc1cccc(NC(=O)CN2CCN(C(=O)C3CCCO3)CC2)c1C (stereo not drawn) | 2 | 12% | 1 | -19% | -6% | 10% | 8% | 8% | 13%
OC(CC#CCN1CCOCC1)(c1ccccc1)c1ccccc1 | 6 | -2% | -7 | -17% | i | -3% | 3% | -6% | 1%
Cc1ccc(C)c(NC(=O)Cn2c(=O)n(CC3CCCO3)c(=O)c3ccccc32)c1 (stereo not drawn) | x | -3% | 8 | -14% | -18% | -1% | x | -17% | 9%
c1ccc(CSc2nnc(-c3cccnc3)o2)cc1 | -15 | 31% | -7 | 20% | i | 18% | 0% | -9% | 14µM*
COc1ccc(OC)c(NS(=O)(=O)c2cc3c4c(c2)CCN4C(=O)CC3)c1 | 2 | 36%[activator] | -1 | -1% | -5% | 12% | -3% | -11% | 7%
CC1CCN(CCCNC(=O)c2ccc3c(=O)n(Cc4ccc(Cl)cc4)c(=S)[nH]c3c2)CC1 | -9 | -14%[7.66 µM] | -11 | -2%[7.66 µM] | i | 1% | -29% | u | -2%
CCC(=O)N1c2ccccc2CC1C(=O)NCCCN1CCN(c2ccccc2)CC1 (stereo not drawn) | x | -3% | 1 | 3% | u | x | x | -4% | 9%
Cc1ccc(NC(=S)N(CCCN(C)C)Cc2cc3cc4c(cc3[nH]c2=O)OCO4)cc1 | 10 | -3%[7.66 µM] | 1 | 0%[7.66 µM] | -23% | 6% | 7% | u | -3%[9.22 µM]
Cc1cc(N2CCCC2)ccc1NC(=O)CN1C(=O)NC2(CCCCC2)C1=O | -5 | -16% | -3 | -8% | -11% | -1% | -4% | -1% | 7%
CCc1ccc([C@@H]2CC=C(C(=O)O)[C@H](c3cccc(Cl)c3)N2S(=O)(=O)c2ccc(C)cc2)cc1 | -8 | u | -12 | -23% | -9% | -1% | -71%[inhibitor] | u | 19%
COc1ccc(N=C2C(=O)Nc3c(C)cccc32)cc1 | u | -14% | -13 | 2% | 7%[57.5 µM] | 17% | -1% | 5% | -18%
CCC(CC)c1nnc(NC(=O)C2CC(=O)N(c3ccc4c(c3)OCCO4)C2)s1 (stereo not drawn) | -5 | -32% | -19 | -2% | i | 2% | 13% | 21µM* | 5%
